# High-throughput results: PubChem BioAssay, National Center for Advancing Translational Sciences (NCATS)
# A549 viability: counter-screen for Nrf2 inhibitors: cytotoxicity in A549 cells | A549 ARE-Fluc cells, CellTiter-Fluor viability, 18-24 h | Potency, µM (highest dose often 46 µM), for inactives: at the top dose activity change, negative = cytotoxicity, most hits filed as inhibitors | 390,000 tested, 0.16% active | AID 504648; note: potency is the fitted concentration of half-maximal effect; % is set by controls: 0 for no effect and ±100 for the full control effect
#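 A549 ARE-Fluc cells in 5% FBS OPTI-MEM, 5000 cells/well, rested 2 h then exposed to compounds in concentration-response for 18-24 h at 37 °C. Viability by CellTiter-Fluor fluorescence (Ex 405/Em 525) after 30 min; luciferase luminescence (BugLite, 15 min, RT) read afterwards.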
# Nrf2 activator: activators of Nrf2 (ARE) signaling; Potency, µM (top dose mostly 46.1 µM), for inactives: at the highest dose activation, actives largely listed as activators; AREc32 ARE-luciferase reporter (MCF7-derived line), luminescence, 24 h; 410,000 tested, 0.31% active; AID 624171; note: potency is the fitted concentration of half-maximal effect; % of control where 0% means no effect; nearly all actives have a fitted effect of over 65% in size
#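 Nrf2 activation is followed as ARE-luciferase induction in the AREc32 line after one day of compound treatment; luminescence is read with Steady-Glo.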
# TGFb SMAD3 inh: blocks TGF-b signaling; Potency, µM (doses to about 46.1 µM), without a hit: top-dose activity, negative = inhibition, hits mostly inhibitors; HepG2 CAGA-GFP TGF-b/SMAD3 reporter, GFP fluorescence, 18 h; TGF-beta stimulated, 500 pg/mL final; AID 588855; 410,000 tested, 1.2% active; note: potency is the fitted concentration of half-maximal effect; % is set by controls: 0 for no effect and ±100 for the full control effect; nearly all actives have a fitted effect of over 65% in size
#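 Using HEPG2 CAGA-GFP reporter cells at 1000 cells/well, we pinned test compounds, stimulated with recombinant TGF-beta (500 pg/mL final) and measured total well GFP after 18 h.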
# ATXN viability: cell viability loss in ATXN counter-screen | S2 cells (HEK-293 line with an ATXN2-luciferase reporter) viability, CellTiter-Fluor protease fluorescence, 24 h | Potency, µM (highest dose often 56.7 µM), most hits filed as cytotoxic | 400,000 tested, 0.49% active; note: potency is the fitted concentration of half-maximal effect; nearly all actives have a fitted effect of over 40% in size
# Nrf2 inh: inhibitors of Nrf2 signaling; A549 ARE-Fluc reporter, luciferase luminescence, 18-24 h; Potency, µM (highest dose often 46 µM), for the others: at the highest dose activity change, negative = inhibition, most hits filed as inhibitors; 360,000 tested, 2.1% active; AID 504444; note: potency is the fitted concentration of half-maximal effect; % is set by controls: 0 for no effect and ±100 for the full control effect; nearly all actives have a fitted effect of over 60% in size
#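 Quantitative HTS in A549 cells stably bearing an antioxidant response element-firefly luciferase construct. Inhibition of Nrf2-driven transcription was scored by luminescence after 18-24 h of compound exposure at 37 °C.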
# ATXN2 expr inh: reduces ATXN2 reporter expression in HEK-293 cells; HEK-293 ATXN2-luciferase reporter, luminescence, 24 h; Potency, µM (top dose mostly 57 µM), for the others: at the highest dose activity change, negative = inhibition, hits mostly inhibitors; 360,000 tested, 0.72% active; AID 1745845; note: potency is the fitted concentration of half-maximal effect; % is set by controls: 0 for no effect and ±100 for the full control effect; nearly all actives have a fitted effect of over 55% in size
#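 qHTS (up to 57 uM final) was run with 24 h compound exposure of reporter cells at 37 °C. Each well was multiplexed: SteadyGlo luminescence measured ATXN2-luciferase expression after a fluorogenic Gly-Phe-AFC viability readout (25 uM final).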
# HepG2 viability: counter-screen for TGF-b inhibitors: cytotoxicity in HepG2 cells; HepG2 CAGA-GFP viability, ATP luminescence, 18 h; 410,000 tested, 0.76% active; Potency, µM (highest dose often 46.1 µM), without a hit: at the highest dose activity change, negative = cytotoxicity, usual class: cytotoxic; AID 588856; note: potency is the fitted concentration of half-maximal effect; some results filed as inactive show a strong effect at the top dose
#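 CellTiter-Glo luminescence gave cytotoxicity after 18 hours at 37 degrees C. The cells were HepG2 CAGA-GFP in 1% FBS DMEM, stimulated with 500 pg/mL TGF-beta after compound addition. %Activity was normalised to no-cell wells (complete cell-killing) and DMSO (no toxicity), and curves were fitted and classified.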
# IL1B secr inh: inhibitors of inflammasome signaling (IL-1 beta secretion). THP-1 LPS/ATP IL-1B secretion, AlphaLISA, 16 h; hits give low values. activity change, % at 57.5 µM. 360,000 tested, 4.7% active. AID 743279; in the data active = activity change below about -50%; inconclusive = mostly about -30% to -49%; note: % is set by controls: 0 for no effect and ±100 for the full control effect
#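 Secreted IL-1B measured by AlphaLISA bead assay after 16 h compound exposure of THP-1 cells; compounds (final up to 57.5 uM) added 1 h before LPS (250 ng/mL) and ATP (1.25 mM) stimulation; lower signal means less secretion.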
# MCF10A rerep: induces DNA re-replication in MCF 10a normal breast cells; MCF 10A DNA re-replication, Hoechst nuclear intensity, 48 h; Potency, µM (top dose mostly 46.1 µM), without a hit: at the highest dose activity, positive = re-replication, hits mostly activators; 350,000 tested, 2.9% active; note: potency is the fitted concentration of half-maximal effect; % of control where 0% means no effect; nearly all actives have a fitted effect of over 50% in size
# The depositor's hits bear a star; i = inactive; u = inconclusive; x = no result given; & = joins results of further samples; ! = repeats disagree; [ ] = remark or other dose. Unless noted, calls come from the whole dose curve; as a rule, active = well fitted curve in the direction sought with a large enough effect; inconclusive = small, poorly fitted or top-dose-only effect, or another doubt; inactive = no such curve, though single readings can be large; an effect the other way counts as inactive or inconclusive.
SMILES,A549 viability,Nrf2 activator,TGFb SMAD3 inh,ATXN viability,Nrf2 inh,ATXN2 expr inh,HepG2 viability,IL1B secr inh,MCF10A rerep
O=C(CCNC(=O)c1ccccc1)Nc1nc2ccccc2s1,-4%,10.0%,u,x,u,x,-38%,7,1%
CCOC(=O)c1[nH]c(C(=O)O)c(OC(=O)CC)c1C,10%,-0.5%,1%,i,-6%,-23%,-7%,31,5%
Cc1ccc(NC(=O)CN(C)C(=O)COC(=O)C2=COCCO2)cc1,3%,-0.4%,10%,i,7%,11%,0%,11,1%
OC(c1ccccc1)c1nc(/C=C/c2ccc(C(F)(F)F)cc2)cs1 (stereo not given),x,3.8%,u,i,x,1%,-22%,15,x
CCOC(=O)CSc1nc(N)cc(=O)[nH]1,-9%,-0.2%,4%,i,16%,-3%,2%,30,2%
Cc1c(NC(=O)Cc2ccccc2)cccc1-c1nc2cccnc2s1,7%,0.0%,-21%,x,7%,x,-2%,x,x
Cc1ccc(CCNc2ccccc2C)cn1,-9%,0.5%,0%,i,-27%,-5%,4%,-16,-5%
COC(=O)c1ccc(NC(=O)CSC2=Nc3ccccc3C3CC=NN23)cc1 (stereo not given),15%,2.9%,-5%,i,-21%,-5%,-14%,1,-1%
O=C(O)CCC(=O)Nc1sc2c(c1C(=O)Nc1ccccc1)CCCCC2,-1%&-2%,14µM*!,u,i,14%&6%,26%&10%,-43%&-14%,0,u
O=C(COC(=O)CC1CCCC1)Nc1ccc(Cl)cn1,-11%,0.3%,3%,i,6%,1%,-4%,0,1%
CCOc1cc(NC(=O)c2ccccn2)c(OCC)cc1NC(=O)CC(C)C,0%,-0.6%,u,i,-9%,-6%,-3%,-5,37%
C[C@@H](NC(=O)c1nc[nH]c1C(=O)NCC(=O)OCc1ccccc1)c1ccccc1,2%,-0.7%,-17%,i,11%,3%,21%,15,5%
Cc1ccc(S(=O)(=O)CC(=O)Nc2ccc(Cl)cn2)cc1,-4%,0.7%,2%,i,4%,0%,-4%,26,4%
O=C1CCC/C(=N/NC(=O)c2ccc(NS(=O)(=O)c3cccs3)cc2)C1,0%,0.7%,-12%,i,-6%,2%,-11%,16,-3%
CCOc1ccc(C(=O)/C=C/c2cn(CN3CCN(C)CC3)c3ccccc23)cc1,-4%[1.84 µM],4.6%,u,i,u,38%[activator],-37%,-21,10µM*
CC(=O)c1ccc(Nc2nc(C(N)C3CCCCC3)cs2)cc1 (stereo not given),x,14%,-2%,i,x,-14%,-34%,x,x
O=C(Nc1ccc(N2CCN(C(=O)c3cccs3)CC2)cc1)c1ccc(Br)o1,-1%,-0.2%,3%,u,u,-13%,1%,u,-3%
CC(C)(C)NC(=O)NC(=O)CN1CCN(S(=O)(=O)c2ccccc2)CC1,-3%,0.3%,-2%,i,-5%,-17%,-1%,38,0%
O=C(COC(=O)c1cccnc1Cl)c1ccc(F)cc1,0%,3.1%,-4%,i,u,11%,-3%,-2,0%
CSc1ccccc1OCc1cc(C(=O)NCc2csc(C(C)C)n2)no1,9%,3.7%,-21%,i,6%,5%,-17%,-21,5%
Cc1ccccc1C(O)c1ccccn1 (stereo not given),1%,0.4%,-28%,i,-1%,10%,5%,-13,-13%
CC1(C)CC2CC(C)(CN2c2ncnc3ccc(Br)cc23)C1 (stereo not given),-6%,0.6%,-4%,u,u,-28%,-43%,-8,u
O=C1OC(c2ccccc2)(N(Nc2ccccc2)c2ccccc2)c2ccccc21 (stereo not given),x,0.2%,-23%,i,x,x,-34%,-3,x
Cc1onc(-c2ccccc2)c1C(=O)Nc1cccc(S(=O)(=O)NC2=NCCC2)c1,7%,-0.6%,-12%,i,-25%,-8%,-2%,-13,3%
O=C(c1cccc(S(=O)(=O)Nc2ccc(Br)cc2)c1)N1CCCC1,0%,-0.4%,u,i,u,3%,-18%,19,28%

# Reformatted bar-delimited: entries from further up.
molecule | A549 viability | Nrf2 activator | TGFb SMAD3 inh | ATXN viability | Nrf2 inh | ATXN2 expr inh | HepG2 viability | IL1B secr inh | MCF10A rerep
Cc1ccc(CCNc2ccccc2C)cn1 | -9% | 0.5% | 0% | i | -27% | -5% | 4% | -16 | -5%
COC(=O)c1ccc(NC(=O)CSC2=Nc3ccccc3C3CC=NN23)cc1 (stereo not given) | 15% | 2.9% | -5% | i | -21% | -5% | -14% | 1 | -1%
O=C(O)CCC(=O)Nc1sc2c(c1C(=O)Nc1ccccc1)CCCCC2 | -1%&-2% | 14µM*! | u | i | 14%&6% | 26%&10% | -43%&-14% | 0 | u
O=C(COC(=O)CC1CCCC1)Nc1ccc(Cl)cn1 | -11% | 0.3% | 3% | i | 6% | 1% | -4% | 0 | 1%
CCOc1cc(NC(=O)c2ccccn2)c(OCC)cc1NC(=O)CC(C)C | 0% | -0.6% | u | i | -9% | -6% | -3% | -5 | 37%
C[C@@H](NC(=O)c1nc[nH]c1C(=O)NCC(=O)OCc1ccccc1)c1ccccc1 | 2% | -0.7% | -17% | i | 11% | 3% | 21% | 15 | 5%

# (next part)
SMILES,A549 viability,Nrf2 activator,TGFb SMAD3 inh,ATXN viability,Nrf2 inh,ATXN2 expr inh,HepG2 viability,IL1B secr inh,MCF10A rerep
CC(NCc1ccncc1)C12CC3CC(CC(C3)C1)C2 (stereo not given),-4%,0.5%,11%,i,1%,-25%,-10%,0,u
O=S1(=O)CCO[C@H]2Cc3ccccc3[C@H]2N1Cc1ccc(Cl)cc1,7%,-0.1%,u,i,-4%,-7%,-34%&-1%,18,-30%[inhibitor]
Cc1ccc(-c2c(C#N)c(N)n(-c3ccc(Cl)cc3)c(=O)c2C#N)cc1,x,-1.3%,-8%,i,x,-4%,0%,-22,x
COC(CNC(=O)c1ccc2c(=O)n(Cc3ccc4c(c3)OCO4)c(=S)[nH]c2c1)OC,-2%,-0.4%,-8%,i,-5%,-9%,8%,58,u
Cc1ccc(-c2noc(CNC(=O)c3ccc(C)c(Cl)c3)n2)cc1,1%,3.4%,u,x,u,x,-35%,x,x
CCCn1c(SCC(=O)NCc2ccco2)nnc1-c1ccncc1,1%,-0.6%,-1%,i,6%,-1%,-6%,-6,u
COc1ccc(CCNC(=O)CSc2nnnn2Cc2ccc3c(c2)OCO3)cc1OC,2%,-0.6%,0%,i,3%,4%,9%,-12,-11%
C=Cc1ccc(C2=CC(=O)C[C@H](c3ccc(OC)cc3)C2)cc1,1%,0.3%,-6%,i,14%,36%[activator],-8%,-24,18%
Cc1ccc(C(=O)NNc2cc(=O)n(C)c(=O)n2C)cc1C,4%,-0.2%,4%,u,8%,x,-1%,4,5%
CC(C)NC(C(=O)Nc1cc(Cl)cc(Cl)c1)c1ccccc1 (stereo not given),3%,6.5%,u,i,4%,-13%,-7%,-5,u
Cc1nc2cc(NC(=O)N3CCCC3)ccc2n1C,0%,-0.9%,19%,i,3%,-5%,11%,-3,-3%
COc1ccccc1C(=O)Nc1nnc(CCc2ccccc2)s1,12%,0.0%,-9%,i,-9%,-7%,-3%,-28,u
O=C(CSc1nnc(-c2ccccc2F)o1)NC1CC1,2%,0.4%,5%,i,25%,16%,-16%,-17,-5%
COc1ccc(C(=O)CN2C(=O)NC3(CCCc4ccccc43)C2=O)cc1 (stereo not given),-4%,2.9%,10%,i,18%,-12%,-1%,4,7%
Cc1cccc(-c2nc(CSc3nncn4c3cc3oc(C)cc34)c(C)o2)c1,5%,1.9%,-4%,x,22%,x,3%,x,x
Cc1occc1-c1nc(-c2ccccn2)no1,-3%,16%,7%,u,u,-34%,-60%,1,u
N#Cc1nc(Cc2ccccc2)oc1N1CCN(c2ccccc2)CC1,1%,0.7%,7%,i,-19%,-17%,-7%,u,6%
CCOC(=O)c1ccc(COC(=O)c2nonc2N)cc1,-7%,-0.2%,-5%,u,4%,-4%,3%,2,2%
COc1ccc(-c2nc(C(=O)Nc3ccc(C(C)=O)cc3)nn2-c2cccc(Cl)c2)cc1,5%,-0.1%,-21%,i,-7%,-18%,-20%,x,x
O=C(OCc1ccc(Cl)c(Cl)c1)c1cccnc1Cl,-1%,0.1%,-8%,i,-22%,0%,1%,8,-17%
CC1(c2ccc([N+](=O)[O-])cc2)Nc2ccccc2S1 (stereo not given),0%,13%,0%,i,u,11%,-14%,u,9%
CC(=O)c1ccc(Nc2nc(CN)cs2)cc1,x,0.1%,-1%,i,x,3%,-22%,8,x
O=C(NCc1ccccn1)[C@@H]1CCCN1C(=O)[C@@H]1CCCN1C(=O)c1ccc(Cl)cc1,x,0.3%,x,u,x,1%,x,4,x
COC(=O)C1=NNC2(c3ccc(Cl)cc3)C(=O)N(c3ccc(Cl)cc3)C(=O)C12 (stereo not given),6%,0.7%,7%,i,-1%,-5%,-1%,24,-9%
O=C1[C@H]2[C@@H](c3ccccc3)N[C@]3(CCCN(Cc4ccc(F)cc4)C3=O)[C@H]2C(=O)N1Cc1ccccc1,x,-0.5%,-2%,u,x,-18%,-6%,-23,x
C[C@H]1CCC[C@@]2(O[C@@H](CCO)C[C@H](O)[C@H]2O)O1,-4%,-0.9%,7%,i,8%,11%,15%,4,u
O=C(CCc1ccccc1)OCCN1CCOCC1,2%,-0.9%,6%,i,0%,2%,1%,13,1%
CCCCNC(=O)CSc1nc2ccccc2nc1Cc1ccc(C)cc1,2%,-0.9%,0%,i,x,11%,5%,x,x

# Arranged by SMILES length (ascending): part of the list above
SMILES,A549 viability,Nrf2 activator,TGFb SMAD3 inh,ATXN viability,Nrf2 inh,ATXN2 expr inh,HepG2 viability,IL1B secr inh,MCF10A rerep
Cc1nc2cc(NC(=O)N3CCCC3)ccc2n1C,0%,-0.9%,19%,i,3%,-5%,11%,-3,-3%
O=C(CSc1nnc(-c2ccccc2F)o1)NC1CC1,2%,0.4%,5%,i,25%,16%,-16%,-17,-5%
Cc1ccc(-c2c(C#N)c(N)n(-c3ccc(Cl)cc3)c(=O)c2C#N)cc1,x,-1.3%,-8%,i,x,-4%,0%,-22,x
